Keap1-Nrf2 PPI: Keap1-Nrf2 protein-protein interaction inhibitors, primary screen, biochemical, fluorescence polarization, single point. AID 504523, 2011. hit rate 0.15% among 340,000. Kelch-like ECH-associated protein 1 (Homo sapiens), Q14145. Keap1 Kelch-Nrf2 peptide fluorescence polarization, 1536-well. inhibition, % at 9.4 µM; in the data active = inhibition above about 12%;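 note: human Keap1 Kelch domain with fluorescein labeled Nrf2 9mer peptide probe; 0% = neutral control wells and 100% = peptide positive control; higher means more block of Keap1 binding to Nrf2 peptide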
HTR5A ag: HTR5A agonists in luminescence cell assay, primary screen, counter-screen for OPRM1-OPRD1 heterodimer agonist project, full-deck HTS; 5-hydroxytryptamine receptor 5A (Homo sapiens), P47898; activation, % at 9.3 µM; AID 504692, 2011; hit rate 0.61% among 340,000; cell-based; in the data active = activation mostly above about 9.5%, no sharp cut-off; inactive = mostly below about 7.6%;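 note: 0% = cells with vehicle only and 100% = reference agonist; strong numbers were not always called active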
MOR-DOR inv ag: inverse agonists of MOR-DOR heterodimerization, primary screen, cell-based, luminescence | cell-based MOR-DOR heterodimer luminescence, inverse agonism | inhibition, % at 9.3 µM | hit rate 0.21% among 340,000 | AID 504357, 2011; in the data active = inhibition above about 22%, passing the limit was not always enough;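 note: 0% = cells with DMSO and 100% = wells without cells with DMSO; values of inactives mirror those of a sister screen read the other way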
Target sequence (P35372 whole entry, looked up): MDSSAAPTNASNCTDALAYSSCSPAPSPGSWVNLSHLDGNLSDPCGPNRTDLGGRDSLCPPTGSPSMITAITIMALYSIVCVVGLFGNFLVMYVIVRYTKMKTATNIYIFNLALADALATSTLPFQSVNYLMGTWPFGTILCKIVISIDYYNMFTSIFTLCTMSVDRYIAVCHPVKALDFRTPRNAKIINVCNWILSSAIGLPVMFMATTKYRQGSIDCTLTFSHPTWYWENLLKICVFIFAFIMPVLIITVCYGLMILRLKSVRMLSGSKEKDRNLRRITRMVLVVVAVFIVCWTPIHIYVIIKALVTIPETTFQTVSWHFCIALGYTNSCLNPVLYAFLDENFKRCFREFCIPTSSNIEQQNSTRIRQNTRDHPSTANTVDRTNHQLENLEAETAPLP
Target sequence (P41143 whole entry, looked up): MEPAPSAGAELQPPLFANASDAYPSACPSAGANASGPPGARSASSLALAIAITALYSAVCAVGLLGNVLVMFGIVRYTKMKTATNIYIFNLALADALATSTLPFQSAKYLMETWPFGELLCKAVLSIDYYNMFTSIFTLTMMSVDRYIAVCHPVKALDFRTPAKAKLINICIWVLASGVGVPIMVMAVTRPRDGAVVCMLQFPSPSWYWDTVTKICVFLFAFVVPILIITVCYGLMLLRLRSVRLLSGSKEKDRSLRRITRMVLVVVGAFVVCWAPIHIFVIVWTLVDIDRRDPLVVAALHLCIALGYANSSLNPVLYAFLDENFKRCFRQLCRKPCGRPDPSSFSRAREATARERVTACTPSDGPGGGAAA
RTF Ca sens inh: cardiac RTF calcium sensitivity inhibitors, primary screen, biochemical, IANBD-TnC fluorescence, EC70 calcium | Troponin I, cardiac muscle (Homo sapiens) + Troponin T, cardiac muscle (Homo sapiens) + … | IANBD-labeled cardiac RTF, Ca2+ fluorescence | inhibition, % at 7.15 µM | hit rate 0.12% among 340,000 | AID 493244, 2011;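 active = inhibition above the mean inhibition of all tested compounds plus 3 SD, cut at about 17% in these data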;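 note: assay run at fixed EC70 calcium of 1.6 mM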
CAL-PDZ inh HTS: untagged CAL PDZ binding inhibitors, primary screen, biochemical, fluorescence polarization, HTS. inhibition, % at 24.9 µM. Golgi-associated PDZ and coiled-coil motif-containing protein (Homo sapiens), Q9HD26. AID 602252, 2012. hit rate 0.92% among 300,000. purified CAL PDZ, TMR-peptide fluorescence polarization, 1 h;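 active = mean inhibition of at least 30% with at least half of replicates also reaching 30%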;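 note: 0% = DMSO neutral control and 100% = excess unlabeled competitor peptide PRC23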
V-ATPase pH: regulators of yeast V-ATPase proton pumping, primary screen, pHLuorin cytosolic pH fluorescence; response, % at 10 µM; S. cerevisiae; AID 504577, 2011; hit rate 0.37% among 350,000; in the data active = response mostly above about 7.3%, no sharp cut-off; inactive = mostly below about 5.4%; note: actives read high; inactives centre near 0; some compounds called inactive have numbers as strong as hits; reference of the scale not given here
C-LANA FP: inhibitors of KSHV C-LANA binding to DNA, primary screen, biochemical, fluorescence polarization, FAM-LBS DNA, MBP-C-LANA, single point | inhibition, % at 9 µM | hit rate 0.078% among 340,000 | AID 504423, 2011;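 active = highest replicate inhibition at or above 60% at 9 µM, even if other replicates fall short; inactive = all replicates below 60% inhibition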;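 note: 0% = neutral control wells and 100% = 4 µM acridine orange control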
MOR-DOR ag: agonists of OPRM1-OPRD1 heterodimerization, primary screen, cell-based, luminescence. Mu-type opioid receptor (Homo sapiens) + Delta-type opioid receptor (Homo sapiens), …. cells. activation, % at 9.3 µM. hit rate 0.3% among 340,000. AID 504326, 2011; in the data active = activation above about 18%;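 note: 0% = vehicle-treated cells and 100% = reference agonist; values of inactives mirror those of a sister screen read the other way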
RTF Ca sens act: cardiac RTF calcium sensitivity activators, primary screen, biochemical, IANBD-TnC fluorescence, EC20 calcium; hit rate 0.24% among 340,000; activation, % at 7.2 µM; Troponin I, cardiac muscle (Homo sapiens) + Troponin T, cardiac muscle (Homo sapiens) + …; IANBD-labeled TnC RTF fluorescence at EC20 calcium; 0% EC20 calcium, 100% full calcium;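 active = activation above the mean over all tested compounds plus 3 SD, cut at about 30% in these data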;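 note: rise in fluorescence read as greater calcium sensitivity of cardiac thin filaments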
HTR5A inv ctr: HTR5A inverse agonists in luminescence cell assay, primary screen, counter-screen for OPRM1-OPRD1 heterodimer inverse agonist project, full-deck HTS; 5-hydroxytryptamine receptor 5A (Homo sapiens), P47898; inhibition, % at 9.3 µM; AID 504634, 2011; HTR5A cell line, inverse agonism; hit rate 0.083% among 340,000; in the data active = inhibition mostly above about 23%, no sharp cut-off; inactive = mostly below about 18%;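 note: 0% = cells with DMSO and 100% = no-cell wells with DMSO; some compounds called inactive have numbers as strong as hits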
Active calls of the source: *; x = not tested or not shown.

| Compound | Keap1-Nrf2 PPI | HTR5A ag | MOR-DOR inv ag | RTF Ca sens inh | CAL-PDZ inh HTS | V-ATPase pH | C-LANA FP | MOR-DOR ag | RTF Ca sens act | HTR5A inv ctr |
| --- | --- | --- | --- | --- | --- | --- | --- | --- | --- | --- |
| C[C@H]1NC(=O)[C@]2(C)[C@@H](c3ccccc3)[C@H]3COc4ccccc4[C@@H]3N2C1=O | -2 | -1 | 2 | -3 | -9 | 3 | -2.7 | -0.5 | -3 | 3 |
| Cc1nc(SCC(=O)NCC2CCCO2)c2cc(-c3ccccc3)sc2n1 (configuration not stated) | -4 | -2 | 0 | -14 | -2 | -1 | -5.8 | 0.1 | 2 | 6 |
| O=C(NCc1ccccc1)C1CCCN(S(=O)(=O)c2ccc(-n3cnnn3)cc2)C1 (configuration not stated) | -2 | -1 | -4 | -7 | -4 | 5 | -1.3 | 0.8 | 3 | 2 |
| O=C(CNC(=O)c1ccc(Cl)cc1)N/N=C/C=C/c1ccccc1 | 0 | -6 | -15 | -18 | 7 | -1 | 2.5 | 3.3 | 4 | 4 |
| O=C(Nc1ccc(N2CCOCC2)cc1Cl)C1CCN(C(=O)OCc2ccccc2)CC1 | -7 | 0 | -18 | -2 | 7 | 10* | -0.5 | 3.6 | 9 | 22 |
| Cc1cc2cc(C)c(NCCNC(=O)c3ccccc3F)nc2cc1C | -2 | -3 | 9 | -4 | 2 | -2 | -1.1 | -1.8 | 2 | -10 |
| Cn1c(=O)[nH]c(=O)c2c1nc(SCCO)n2CC(O)COc1ccccc1 (configuration not stated) | -6 | 1 | 16 | 13 | -2 | 1 | 0.7 | -2.8 | -6 | -4 |
| COc1cccc(/C=C2\SC(=O)N(CCC(=O)NCCCn3ccnc3)C2=O)c1 | -4 | 0 | 16 | -2 | -9 | -2 | -0.5 | -3.2 | 0 | -1 |
| COc1cc(/C=C/C(=O)OCC(=O)N(C)C2CCS(=O)(=O)C2)ccc1OC(F)F (configuration not stated) | -1 | -1 | 10 | -14 | -3 | 3 | -0.4 | -1.9 | -4 | -7 |
| Nc1cc(C(=O)OCC(=O)NNC(=O)c2ccccc2)ccc1Cl | -4 | 0 | -3 | 6 | 1 | -1 | -1.4 | 0.6 | 0 | 0 |
| NNC(=O)c1cc2cc(Oc3ccccc3)ccc2[nH]1 | -1 | 2 | -15 | -2 | -6 | 4 | -3.6 | 3.2 | -4 | -7 |
| CN(C)c1ncnc2c1ncn2CCn1cnc2c(N(C)C)ncnc21 | 1 | -2 | 10 | -5 | x | 2 | 0.5 | -1.8 | 4 | 8 |
| CN(C)c1cc(N/N=C\c2ccccc2)nc(N(C)C)n1 | -7 | -3 | -42 | -18 | x | 3 | 1.1 | 8.4 | 9 | -32 |
| O=C(CN1CCCN(Cc2ccc(F)cc2)S1(=O)=O)NC1CCCC1 | 3 | 2 | 6 | -8 | 3 | 3 | 0.1 | -1.2 | -2 | -2 |
| CCn1c(C)cc(/C=C2\NC(=O)N(CC(=O)Nc3ccc(F)cc3)C2=O)c1C | -9 | 0 | -2 | -11 | 6 | 3 | 0.9 | 0.5 | 6 | 5 |
| CN(CC(=O)Nc1ccccc1C(F)(F)F)C(=O)c1cc2c(s1)CCCCC2 | -2 | -3 | -8 | -2 | 2 | -8 | -1.0 | 1.6 | -5 | 7 |
| Cc1ccccc1Cn1c2ccccc2c2cnn(CC(=O)N3CCN(c4ccccc4)CC3)c(=O)c21 | 1 | -1 | -8 | -15 | x | -7 | -0.7 | 1.5 | 2 | 2 |
| CCOCCCNC(=O)c1ccc2c(c1)N(CC)C(=O)c1ccccc1S2=O (configuration not stated) | -5 | -2 | 14 | -13 | -6 | -2 | 0.6 | -3.1 | -4 | 8 |
| CCCCCCCCNC(=O)c1cccnc1SCC(=O)Nc1ccc(OC)cc1OC | -5 | -1 | -8 | 5 | 0 | -4 | -1.1 | 1.5 | -2 | -12 |
| Cn1cc(SCC(=O)N2CCOCC2)c2ccccc21 | 1 | 1 | 19 | -1 | 1 | -4 | 0.4 | -3.5 | -2 | 14 |
| Cc1ccc2c(c1)C(SCC(=O)NCCc1ccccc1)CC1(CCCC1)O2 (configuration not stated) | -5 | 3 | -13 | -2 | x | -1 | -0.5 | 2.6 | -2 | -10 |
| CC(C)(C)n1ncc2c(=O)n(Cc3ccc(Cl)c(Cl)c3)cnc21 | -3 | 2 | 14 | 11 | 82* | -3 | 1.8 | -2.9 | 2 | -7 |
| CCc1cc(=O)oc2c(C)c(OC(C)C(=O)N3CC[C@@]4(O)CCCC[C@H]4C3)ccc12 (some centres not stated) | 4 | 4 | 21 | -4 | -2 | -3 | 0.0 | -4.2 | 1 | 14 |
| O=C(COC(=O)CCSc1ccccc1)NCc1ccccc1 | 3 | -2 | 16 | 6 | x | -2 | -0.1 | -3.3 | -3 | -19 |
| O=C1OC(c2ccccc2)=N/C1=C\C=C\c1ccccc1[N+](=O)[O-] | -2 | -1 | 13 | 5 | 0 | 5 | -1.5 | -2.5 | 4 | -15 |
| Cc1nn2cc(-c3ccccc3)nc2s1 | -6 | -5 | -17 | 1 | -1 | -1 | -3.1 | 2.9 | 2 | 13 |
| O=C(Oc1ccccc1OC(=O)N1CCOCC1)N1CCOCC1 | 2 | 3 | 18 | -6 | 3 | 2 | -0.6 | -3.4 | -5 | -3 |
| Cc1nc2c(nc1C)C(=O)c1ccccc1C2=O | -3 | 1 | 9 | 0 | 29 | -4 | -3.1 | -2.0 | -3 | -2 |
| COC(=O)c1sc(S(=O)(=O)Nc2c(C)nn(C)c2C)c(C(=O)OC)c1C | -1 | -5 | 7 | -5 | -3 | -1 | 1.1 | -1.4 | 5 | 12 |
| Fc1ccc(N/N=C2/CC(c3ccccc3)Oc3ccccc32)c(F)c1 (configuration not stated) | -2 | 4 | -23 | -5 | -3 | 1 | 1.0 | 4.4 | 5 | -14 |
| COc1ccccc1C(=O)N1CCN=C1c1ccccc1 | -1 | -4 | 4 | -18 | -4 | 2 | -1.5 | -0.6 | 15 | 3 |
| CC(/C=N/NC(=O)c1ccccc1F)c1ccccc1 (configuration not stated) | 0 | -1 | 3 | -5 | -3 | 1 | 0.8 | -0.7 | 3 | 24 |
| CCc1nn(-c2ccccc2)c(N)c1C#N | 1 | 1 | 8 | -5 | -4 | 3 | 1.0 | -1.7 | -1 | -1 |
| N/C(=N\OC(=O)c1cc(Cl)ccc1Cl)c1ccccn1 | 3 | 10 | -32 | 4 | -3 | -4 | -1.1 | 6.2 | 0 | -26 |
| Cc1cc(C(C)(C)C)c(O)c(C(C)(C)C)c1 | 2 | 4 | 7 | 9 | -1 | -3 | -0.2 | -1.4 | 5 | -13 |
| COCc1c(C(=O)N/N=C/c2c[nH]c3ccccc23)nnn1-c1nonc1N | -2 | 0 | 4 | -10 | 0 | -5 | 0.6 | -0.7 | -10 | 3 |
| Cc1ccc(S(=O)(=O)N2CCN(C(=O)CN3CCCCC3)C2)cc1 | 2 | 11 | 11 | -12 | -5 | -7 | -2.5 | -2.1 | -2 | -16 |
| CCOc1ccccc1N1CC(C(=O)N(CC)CC(=O)Nc2ccc3c(c2)OCCO3)CC1=O (configuration not stated) | -3 | 1 | 1 | -18 | -2 | -5 | -1.4 | -0.2 | -1 | 0 |
| CCOC(=O)[C@H]1[C@H]2COc3cc(OC)ccc3[C@@H]2N2C(=O)c3cc(F)c(F)cc3NC(=O)[C@@]12C | 3 | 0 | 5 | 3 | 1 | -2 | -1.5 | -0.8 | -7 | -1 |
| Cn1nnnc1SCC(=O)Nc1nc2c(F)c(F)c(F)cc2s1 | 2 | 3 | 17 | -4 | 7 | -2 | 2.4 | -3.5 | 0 | -10 |
| COc1ccc(OC)c(NC(=O)C2CCCCC2)c1 | -3 | -4 | 14 | 4 | -2 | 1 | -1.2 | -2.3 | -5 | -19 |
| COC(=O)c1cc2oc3ccccc3c2n1Cc1ccccn1 | 1 | -9 | -5 | -20 | 5 | 2 | -1.2 | 0.9 | -3 | -1 |
| O=C(Cn1cnc2ccccc21)N1CCN(S(=O)(=O)c2ccccc2)CC1 | 6 | x | x | 10 | 4 | 2 | 0.5 | x | -7 | x |
| CCOC(=O)c1c(NC(=O)c2cccs2)sc(C(=O)N(C)C)c1C | 2 | 2 | 1 | -6 | x | -2 | -0.3 | -0.1 | 7 | -8 |
| CC(=O)Nc1ccc(NC(=O)CCCN2C(=O)c3ccccc3C2=O)cc1 | 0 | 9.8* | -9 | 16 | x | -3 | 4.4 | 1.7 | 3 | -28 |
| O=C(CCCCCN1C(=O)c2ccccc2C1=O)Nc1ccc2c(c1)OCCO2 | 0 | 0 | 10 | -19 | -1 | 4 | -1.8 | -1.8 | -7 | -3 |
| S=c1[nH]nc(CCc2ccccc2)n1-c1ccc(Cl)cc1 | -1 | 2 | -9 | -6 | x | 0 | 2.3 | 1.7 | 3 | -4 |
| CCCc1nc2cc3c(cc2[nH]1)n(C)c(=O)n3C | -2 | 0 | 15 | -12 | -4 | 1 | 0.3 | -3.2 | 0 | 2 |
| CCOC(=O)C(c1ccccc1)N1CCN(c2ccc(OC)cc2)CC1 (configuration not stated) | -1 | 0 | -1 | -10 | 4 | -2 | 0.2 | 0.2 | 6 | 38 |
| CCOC(=O)CC1C(=O)NC2CCCCC2N1C(=O)Nc1ccc(Cl)cc1 (configuration not stated) | -2 | 0 | 9 | -6 | -4 | -3 | 0.8 | -1.9 | -1 | 1 |
| Cc1cc(OCC(=O)NNC(=O)c2ccncc2)cc(C)c1Cl | -7 | -5 | 9 | -4 | 2 | 0 | 0.0 | -1.6 | 0 | 0 |
| NC(=O)c1ccc(NC(=O)COC(=O)/C=C/c2cccs2)cc1 | -2 | -2 | 0 | -7 | 5 | 0 | 1.9 | 0.0 | 10 | 7 |
| O=C(OCC#CCSc1nnc(-c2cccc3ccccc23)o1)c1ccc2ccccc2c1 | 2 | -1 | 7 | -7 | -2 | 2 | 0.5 | -1.2 | -1 | -22 |
| O=C(CCNS(=O)(=O)c1ccc(Cl)cc1)N1CCN(c2ncccn2)CC1 | 2 | 8 | 20 | -10 | -6 | -5 | 1.3 | -4.2 | 13 | -3 |
| O=c1oc(Cc2ccccc2)nc2ccccc12 | 5 | -2 | 11 | -3 | -4 | -4 | 1.0 | -2.3 | -3 | 7 |

Assay outcomes from PubChem BioAssay.
